# Screening data deposited in PubChem BioAssay by several laboratories.
# MC4R antagonist = antagonists of human melanocortin 4 receptor (MC4R); MC4R-expressing cells, MTII-stimulated cAMP, LANCE TR-FRET; inhibition, % at 6.5 µM; hit rate 0.48% among 360,000;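 active = inhibition above its plate's cutoff, the mean of tested wells on that plate plus 3 SD, cut at about 29% in these data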;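 also: 0% = Melanotan II alone and 100% = Melanotan II plus saturating MCL0020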
# Target sequence (P32245 whole entry, looked up): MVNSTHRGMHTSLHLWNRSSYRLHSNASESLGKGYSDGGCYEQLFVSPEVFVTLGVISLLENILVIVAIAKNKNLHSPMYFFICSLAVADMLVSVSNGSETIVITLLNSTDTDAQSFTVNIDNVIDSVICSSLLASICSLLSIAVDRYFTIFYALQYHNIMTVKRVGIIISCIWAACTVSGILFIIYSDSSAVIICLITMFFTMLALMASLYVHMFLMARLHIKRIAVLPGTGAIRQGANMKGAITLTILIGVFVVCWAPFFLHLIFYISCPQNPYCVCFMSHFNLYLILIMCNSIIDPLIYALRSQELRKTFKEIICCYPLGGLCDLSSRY
#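 material = U2OS cells stably expressing human melanocortin 4 receptor (MC4R) | also added = Melanotan II challenge | dosing = single nominal compound dose of 6.5 µM | detection = TR-FRET with Eu-cAMP and labeled anti-cAMP, 671 nm | replication = singlicate | timing = compound 30 min, challenge 1 h, detection 1 h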
# NOD2-RIPK2 inh = NOD2-RIPK2 protein interaction inhibition. O43353. CHO BLA complementation NOD2-RIPK2, CCF4 ratio. inhibition, % at 4.98 µM. hit rate 0.38% among 360,000. AID 624267; in the data active = inhibition above about 21%;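 also: 0% = vehicle only and 100% = reference blocker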
# TLR9-MyD88 block = inhibitors of human TLR9-MyD88 binding | AID 504734 | inhibition, % at 4.98 µM | hit rate 0.21% among 340,000 | CHO BLA complementation TLR9-MyD88, CCF4 FRET ratio | Q9NR96+Q99836;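 active = inhibition above the mean over all tested compounds plus 3 SD, cut at about 21% in these data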;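 also: 0% = DMSO only wells and 100% = clavulanate BLA inhibitor control wells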
# ABHD5 PLIN5 PPI = blocks binding of human ABHD5 to perilipin-5. Q00G26+Q8WTS1. Split G. princeps luciferase complementation, luminescence, 4 h. inhibition, % at 4 µM. hit rate 0.78% among 360,000. AID 602281;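 active = inhibition above the mean inhibition across every tested compound plus 3 SD, cut at about 22% in these data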;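 also: 0% = DMSO only wells and the 100% control is not disclosed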
# N-glyco inh = blocks N-linked glycosylation in D54 reporter cells; D54 ERlucT glycosylation luciferase reporter, 24 h; percent of 100 nM tunicamycin response; reporter increase, % at 12.5 µM; hit rate 0.23% among 360,000; AID 588692;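 active = mean luciferase reporter signal, scaled so untreated is 0 and the glycosylation-blocking control 100, at or above a set limit in every replicate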;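 also: luciferase carries N-glycosylation sites so blocking glycosylation raises the light; 0% = median of neutral control wells and 100% = median of 100 nM tunicamycin wells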
# ABCB6 inh MLPCN = human ABCB6 transporter inhibition; fluorescence ratio to DMSO, % at 10 µM; AID 602162; hit rate 0.19% among 360,000; K562-ABCB6 porphyrin accumulation, flow cytometry, 1 h; active compounds read low; Q9NP58;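 active = fluorescence ratio to DMSO below 75%, the collection mean minus 3 SD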;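 also: signal is porphyrin accumulated inside mitochondria; 100% equals median channel fluorescence of DMSO control wells; lower ratio means ABCB6 inhibition with less porphyrin fluorescence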
# MC4R ag barr = human MC4R agonism via beta-arrestin; U2OS MC4R beta-arrestin complementation, luminescence; percent of melanotan II response, DMSO zero; activation, % at 8.9 µM; hit rate 0.98% among 360,000;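 active = activation above a per-plate cutoff, the mean activation of sample wells on that plate plus 3 SD, cut at about 8% in these data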
# m5-HT2A agonist = agonists of mouse serotonin 5-HT2A receptor (HTR2A) | P35363 | CHO-K1 mHTR2A beta-arrestin complementation, luminescence; percent of 30 µM serotonin response | activation, % at 7.6 µM | hit rate 0.66% among 360,000 | AID 624169;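 active = activation above a run cutoff, the mean activation of all tested compounds plus 3 SD, cut at about 14% in these data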;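 also: 0% = plate median of compound wells and 100% = 30 µM serotonin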
# Target sequence (P35363 whole entry, looked up): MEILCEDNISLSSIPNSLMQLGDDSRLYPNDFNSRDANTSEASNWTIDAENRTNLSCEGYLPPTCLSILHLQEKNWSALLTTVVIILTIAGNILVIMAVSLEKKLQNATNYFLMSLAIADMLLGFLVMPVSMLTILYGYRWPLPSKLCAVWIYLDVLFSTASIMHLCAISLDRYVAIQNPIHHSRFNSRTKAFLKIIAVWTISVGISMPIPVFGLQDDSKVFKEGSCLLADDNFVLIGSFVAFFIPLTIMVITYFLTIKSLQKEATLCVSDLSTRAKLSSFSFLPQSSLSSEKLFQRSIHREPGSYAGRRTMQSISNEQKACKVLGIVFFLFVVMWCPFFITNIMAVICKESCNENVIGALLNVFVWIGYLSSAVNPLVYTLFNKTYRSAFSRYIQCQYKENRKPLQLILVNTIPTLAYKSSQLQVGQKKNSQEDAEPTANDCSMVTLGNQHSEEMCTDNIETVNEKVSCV
# Cardio protect = modulators protecting cardiomyocytes from myocardial damage; hit rate 0.63% among 360,000; protection from H2O2 cell death, % at 20 µM; H9c2 cardiomyocytes, H2O2 injury protection, ATPLite, 2 h; AID 588492;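 active = compounds giving at least 50% protection of heart cells from peroxide-induced death in the single-dose screen, raw or plate-pattern-corrected value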;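 also: 0% = DMSO wells with peroxide and 100% = DMSO wells without peroxide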
# SRC2 inh = human SRC2 (NCOA2) inhibition; HEK293 GAL4-SRC2 luciferase reporter, luminescence; inhibition, % at 9 µM; hit rate 0.17% among 370,000; AID 651957;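 active = inhibition above the mean inhibition of all tested compounds plus 3 SD, set per campaign, cut at about 52% in these data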;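 also: 0% = DMSO treated cells and 100% = cells given Gossypol at 36 µM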
# * marks the source's active call; other numbers are inactive results; / = no result given. This is a subset, so the mix of outcomes need not match the whole.
SMILES,MC4R antagonist,NOD2-RIPK2 inh,TLR9-MyD88 block,ABHD5 PLIN5 PPI,N-glyco inh,ABCB6 inh MLPCN,MC4R ag barr,m5-HT2A agonist,Cardio protect,SRC2 inh
CCOc1ccc(C(=O)Nc2nnc(C(C)C)s2)cc1OCC,-5,11,-11,1,-1,89,0.1,-1,15,-32
CC(C)(C)c1ccc(S(=O)(=O)Nc2ccc3c(c2)COC3=O)cc1,8,2,6,-2,-1,102,1.0,11,-10,0
COc1ccc(S(=O)(=O)NCC2CCCN(C(=O)c3sccc3C)C2)cc1 (configuration not stated),1,-10,11,2,0,98,-0.3,-4,-2,-36
Cc1cc([N+](=O)[O-])nn1CC(=O)NCc1cccs1,10,-7,3,-2,-1,103,-0.5,6,6,4
O=C1C2C3C=CC(C4CC34)C2C(=O)N1/N=C/c1ccc(-c2ccc(Cl)cc2[N+](=O)[O-])o1 (configuration not stated),-4,4,2,-13,-1,90,-1.3,2,22,6
Cc1cc(NC(=O)CSc2nnc(NC(=O)C3CC(=O)N(c4ccccc4)C3)s2)no1 (configuration not stated),0,0,-17,-2,0,97,1.6,-3,1,4
O=C1OCCC1Sc1nnc(-c2ccccc2)o1 (configuration not stated),27,0,2,1,0,96,-1.6,0,16,-11
Cc1cc(C)c(C)c(S(=O)(=O)NCC(=O)NCC2CCCCC2)c1C,1,-6,-7,-4,-3,96,1.4,-10,-7,3
OCCn1nc2c3ccccc3nc-2n(-c2ccccc2)c1=S,3,9,0,-9,4,92,-2.0,9,-6,-28
Cc1csc(NC(=O)c2cc3c(s2)-c2ccccc2OC3)n1,9,21,6,-5,-4,94,3.8,2,-3,-25
COc1ccc(/C=N/NC(=O)C(=O)N2CCCC2)cc1,0,-1,-6,-8,0,100,-1.3,-3,-8,-19
CCC(C)NC(=O)C1CCN(CCCc2ccccc2)CC1 (configuration not stated),11,6,-7,-1,-5,101,0.3,-7,0,-7
COc1ccccc1N1CCN(/N=C\c2sccc2C)CC1,10,-8,3,-5,0,104,-0.4,-6,-8,-47
Cc1cccc(N2CCN(C(=O)c3ccc4c(c3)NC(=O)C(CSCc3cccc(F)c3)N4)CC2C)c1 (configuration not stated),-6,3,8,-12,1,120,-1.6,-3,8,0
COc1cccc(-c2nnn(CC(=O)O)n2)c1,1,0,2,2,1,97,-2.2,1,-2,-3
CCCc1cc(=O)[nH]c(SCC(=O)c2cc(C)n(-c3c(C)n(C)n(-c4ccccc4)c3=O)c2C)n1,1,0,10,-4,0,91,0.5,1,-7,-4
COc1ccc2c(c1)C(C)=CC(C)(C)N2C(=O)CN1C(=O)CCC1=O,14,-5,-5,-3,2,97,3.1,2,4,15
COc1ccc(OC)c(NC(=O)CSc2sc3c(O)cc(=O)[nH]c3c2C#N)c1,9,7,5,9,0,95,-2.3,6,0,-3
Cc1ccc(-c2nc3c4ccccc4ccn3c2Cc2ccccc2)cc1,3,-3,-4,4,-4,109,-0.1,-6,-18,-57
COc1ccc(CN2CCN(C3CCOCC3)CC2CCO)c(C)c1C (configuration not stated),14,6,-16,-2,1,96,-0.8,-6,1,-11
CCCn1c(NC(=O)c2cccc(C)c2C)nc2ccccc21,12,0,-1,-5,14,101,-0.3,-2,42,/
Cc1ccccc1C(=O)c1cccn1CC(=O)NCc1ccccc1Cl,3,20,0,10,-3,91,7.2,26*,-10,-42
O=C1N[C@@H](Cc2ccccc2)COC(=O)[C@H](Cc2ccc(F)cc2)C/C=C\C[C@H]1CC(=O)N(CCO)Cc1ccccc1,3,14,-6,3,-3,95,-0.8,9,24,-5
CC1(C(=O)O)CCC(C(=O)NC2CCCCC2)C1(C)C (configuration not stated),-8,-1,4,4,0,108,-1.1,2,11,2
O=C(Nc1nccs1)C(NS(=O)(=O)c1ccc(Br)s1)c1ccccc1 (configuration not stated),15,-15,1,-3,0,86,1.4,-1,8,-8
COc1ccc(NC(=S)Nc2ncccc2C)cc1OC,-3,3,4,-8,1,98,-0.7,0,-1,-31
Cc1ccc(/C=C/C(=O)N2CCc3ccccc3C2)cc1,-1,2,-1,-5,2,99,-2.2,-7,-11,-7
COc1c(NC(C)=O)c2ccccc2c2ccccc12,0,-7,-3,-6,1,100,-2.4,0,1,23
COc1ccc(C(=O)OCn2nnc3ccccc3c2=O)cc1[N+](=O)[O-],19,-9,-9,-6,0,98,-2.4,2,9,5
COc1cc(Cl)c(CNC[C@H]2O[C@@H](n3cnc4c(=O)[nH]c(N)nc43)[C@H](O)[C@@H]2O)c(Cl)c1O,/,-7,/,-4,2,94,/,-5,-4,-37
COCCCNC(=O)c1ccc(CS(=O)(=O)c2ccc(Br)cc2)o1,10,1,-17,10,-2,105,-0.6,3,-4,-15
O=C(COC(=O)c1ccc(Br)o1)Nc1ccc(F)cc1[N+](=O)[O-],-1,-4,6,0,1,94,-2.9,1,-1,-8
CC1CCCN(Cc2ccc(OCc3ccccc3)cc2)C1 (configuration not stated),4,0,-15,-4,-3,99,2.2,-9,1,-22
CCOC(=O)Cn1c(CN(Cc2ccccc2)Cc2ccccc2)nc2c1c(=O)[nH]c(=O)n2C,12,0,-1,7,1,96,-0.8,-2,5,2
COc1cc2[nH]c(-c3ccc(C)cc3)cc(=O)c2cc1OC,3,5,-7,0,0,100,-0.5,-16,-4,-29
CCOC(=O)c1cc2[nH]c3ccccc3c2[n+](-c2ccc([N+](=O)[O-])cc2)c1N,-19,-8,6,-4,46*,98,-1.3,-2,-2,-21
COc1cccc(NC(=O)CCS(=O)(=O)c2cccs2)c1,6,1,-1,6,-1,90,-1.3,0,-6,-57
O=C(Cc1c(F)cccc1Cl)NNC(=O)c1ccc(Br)s1,10,-5,6,-2,2,98,-1.6,-4,10,-9
CN(C1CCCCC1)S(=O)(=O)c1ccc(=S)[nH]c1,8,2,-19,-5,2,105,-2.3,8,5,9
CCc1ccc(OCCOCC(O)CN(CCO)CCO)cc1 (configuration not stated),12,3,17,-2,-2,99,-0.7,0,11,5
Cc1cc(Cl)c(S(=O)(=O)NC(C(=O)O)C(C)C)cc1OCC(=O)NC1CCCCC1 (configuration not stated),8,2,7,2,1,89,-0.8,-3,2,-5
NC(=O)CC[C@H](NC(=O)c1ccc(Cl)cc1)C(=O)NNC(=O)COc1cccc(Br)c1,6,4,-5,-1,2,96,-2.2,2,4,-2
CC(=O)N1CCC(C(=O)OCc2ccccc2F)(c2ccccc2)CC1,15,-8,2,-1,-1,91,1.8,-2,-3,5
Cc1ccc(C(=O)N/C(=C/c2ccco2)C(=O)NCCc2c[nH]c3ccccc23)cc1,4,-14,-2,5,45*,96,-1.8,-5,4,4
Cc1cc(NC(=O)CCC(=O)N(CC(=O)NC2CCCC2)c2ccc(C)c(F)c2)no1,5,4,-4,-4,2,98,0.6,9,-3,5
Cc1cc(C)cc(-n2c3ccc(NC(=O)Cc4cccc5ccccc45)cc3c(=O)n2C)c1,-2,-3,/,0,20,101,1.3,0,-9,20
CN(C)/C=C1\C(=O)N(c2ccc(Oc3ccccc3)cc2)CS1=O (configuration not stated),-3,-9,-1,3,-3,84,-0.6,2,-5,-1
CSc1ccc(CNC(=O)c2ccc(NC(=O)C3=CSCCO3)cc2)cc1,0,4,2,1,-1,107,-2.5,-4,-3,20
Cc1cccn2c(=O)c3cc(C(=O)N4COCC4(C)C)sc3nc12,-3,-3,-13,3,1,97,-5.4,-2,16,-4
O=C(CSc1ccsc1[N+](=O)[O-])N1CCCCCC1,-3,-11,4,5,1,100,0.4,3,6,-10
Cc1ccc(C2CC(=O)Oc3cc(O)ccc32)cc1 (configuration not stated),28,-8,-15,-12,0,101,-0.3,-4,21,-3
O=C(Nc1cccc(S(=O)(=O)N2CCCC2)c1)C1CCCN1C(=O)c1cccs1 (configuration not stated),7,1,-3,3,-1,101,0.1,2,1,-35
COc1ccc(S(=O)(=O)N2CCN(Cc3cccc([N+](=O)[O-])c3)CC2)cc1,-5,-4,-6,-9,0,102,-1.2,-9,-6,15
CSc1nc(Oc2ccc(Cl)cc2)c2sccc2n1,4,4,-1,-1,-3,99,7.0,1,-3,1
O=C(Nc1ccccc1Cl)c1cc(S(=O)(=O)N2CCCC(C(=O)O)C2)ccc1F (configuration not stated),3,-17,-7,-1,2,94,0.3,2,1,-28
CCN(CC)C(=O)Oc1ccc(Cl)c2ccccc12,-2,-6,7,1,-1,100,-0.8,-5,-4,1
CCN1C(=O)/C(=C\c2ccncc2)SC1=S,4,11,1,-10,-3,94,-3.1,-2,6,8
O=c1cc2c(c(-c3ccccc3)n1Cc1ccccc1)[C@@H](CCO)NC2,-7,0,-9,-4,0,98,-2.1,6,3,8
Cc1oc2c(CN3CCOCC3)c(O)ccc2c(=O)c1-c1ccccc1,2,-5,-2,-4,2,100,0.2,3,7,9
CCCS(=O)(=O)N1CCC(C(=O)NCCc2ccc(OC)c(OC)c2)CC1,13,0,5,-3,-1,100,0.0,0,2,8

# Retrieved one by one from above:
SMILES,MC4R antagonist,NOD2-RIPK2 inh,TLR9-MyD88 block,ABHD5 PLIN5 PPI,N-glyco inh,ABCB6 inh MLPCN,MC4R ag barr,m5-HT2A agonist,Cardio protect,SRC2 inh
Cc1cccc(N2CCN(C(=O)c3ccc4c(c3)NC(=O)C(CSCc3cccc(F)c3)N4)CC2C)c1 (configuration not stated),-6,3,8,-12,1,120,-1.6,-3,8,0
COc1ccc(/C=N/NC(=O)C(=O)N2CCCC2)cc1,0,-1,-6,-8,0,100,-1.3,-3,-8,-19

# Continued:
SMILES,MC4R antagonist,NOD2-RIPK2 inh,TLR9-MyD88 block,ABHD5 PLIN5 PPI,N-glyco inh,ABCB6 inh MLPCN,MC4R ag barr,m5-HT2A agonist,Cardio protect,SRC2 inh
CCN(CC)CCN1C(=O)c2oc3ccc(F)cc3c(=O)c2C1c1ccncc1 (configuration not stated),6,-9,3,0,2,93,2.4,0,13,-3
O=Cc1ccc(OCc2cccc(C(F)(F)F)c2)cc1O,7,-10,4,-2,4,97,1.9,2,68*,-19
CCc1c(C)nc2ncnn2c1N1CCCC(C(=O)Nc2cc(F)ccc2C)C1 (configuration not stated),3,-2,-5,-2,1,111,-0.5,0,-8,-36
COc1cccc(Nc2nnc(SCC(=O)N3CC(=O)Nc4ccccc43)s2)c1,25,2,-3,0,3,96,0.7,-7,4,-10
N/C(COc1cccc(C(F)(F)F)c1)=N\NC(=O)c1cccnc1Oc1ccccc1,-4,-7,6,-2,0,101,1.5,-6,13,-4
O=S(=O)(Nc1ccc2oc(-c3ccccc3)nc2c1)c1ccccc1,8,1,0,4,-1,97,3.4,15*,-6,-17
COc1ccc(S(=O)(=O)N2CCC(C(=O)NCCc3ccc4c(c3)OCO4)CC2)cc1,10,-7,-7,2,1,93,0.9,1,0,12
COc1ccc(/C=C(\NC(=O)c2ccc(OC)cc2)C(=O)Nc2cccc(C(=O)O)c2)cc1,6,-1,-16,-3,3,100,0.9,-12,7,-12
